Screening results as filed in PubChem.
MITF primary = inhibitors of human MITF; O75030; AlphaScreen MITF homodimerization, bead proximity signal; inhibition, % at 2.6 µM; 650,000 tested, 0.91% active; in the data active means inhibition above about 50%;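 further: 0% = vehicle wells with protein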
Target sequence (O75030 whole entry, looked up): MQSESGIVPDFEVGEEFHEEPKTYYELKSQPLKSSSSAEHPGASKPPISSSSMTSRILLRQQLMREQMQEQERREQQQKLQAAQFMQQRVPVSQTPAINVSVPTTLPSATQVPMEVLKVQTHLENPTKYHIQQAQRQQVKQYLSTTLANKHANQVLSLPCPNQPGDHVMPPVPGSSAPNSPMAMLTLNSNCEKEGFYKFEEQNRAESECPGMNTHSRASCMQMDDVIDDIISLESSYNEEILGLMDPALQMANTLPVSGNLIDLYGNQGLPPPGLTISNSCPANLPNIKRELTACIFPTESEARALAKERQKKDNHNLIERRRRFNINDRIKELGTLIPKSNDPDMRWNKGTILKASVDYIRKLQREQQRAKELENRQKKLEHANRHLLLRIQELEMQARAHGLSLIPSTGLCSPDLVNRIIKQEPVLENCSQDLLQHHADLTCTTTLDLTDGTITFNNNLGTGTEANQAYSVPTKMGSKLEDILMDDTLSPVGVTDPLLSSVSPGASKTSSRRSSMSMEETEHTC
GPR151 activ = human GPR151 activation; Q8TDV0; PathHunter beta-arrestin GPR151 cells, luminescence; activation, % at 11.2 µM; 650,000 tested, 1% active; in the data active means activation above about 4.9%;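 further: 0% = median of compound wells and 100% = cells with positive control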
Target sequence (Q8TDV0 whole entry, looked up): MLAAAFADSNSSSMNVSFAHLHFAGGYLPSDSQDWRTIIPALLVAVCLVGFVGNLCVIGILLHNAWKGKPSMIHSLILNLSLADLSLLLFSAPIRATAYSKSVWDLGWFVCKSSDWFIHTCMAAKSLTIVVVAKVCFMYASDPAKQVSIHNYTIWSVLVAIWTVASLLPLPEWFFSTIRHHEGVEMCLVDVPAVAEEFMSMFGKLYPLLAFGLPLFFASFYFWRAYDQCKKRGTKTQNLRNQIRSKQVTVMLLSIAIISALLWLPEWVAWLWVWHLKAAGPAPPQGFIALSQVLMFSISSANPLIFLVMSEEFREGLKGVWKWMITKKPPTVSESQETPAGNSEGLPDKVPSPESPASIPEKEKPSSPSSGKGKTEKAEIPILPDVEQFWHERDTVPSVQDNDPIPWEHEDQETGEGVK
TEAD-YAP block = TEAD-YAP interaction inhibition; inhibition, % at 9.12 µM; 640,000 tested, 1.4% active; HEK-TIYL cells, TEAD-Gal4/YAP UAS-luciferase luminescence; in the data active means inhibition above about 32%;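 further: 0% = median of test compound wells and 100% = reference inhibitor wells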
FBW7 activator = human FBW7 E3 ligase activation, primary screen. Q969H0. AlphaScreen FBW7–phospho-cyclin E peptide binding, activator screen. normalized activity (activation), % at 26.1 µM. 650,000 tested, 0.13% active. AID 1259310; in the data active means normalized activity above about 1.9%;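 further: purified mutant Fbw7 with reduced substrate affinity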
An asterisk follows results filed as active; x = no result given.

SMILES	MITF primary	TEAD-YAP block	GPR151 activ	FBW7 activator
COc1cc(OC)c(C(=O)O/N=C(\N)c2cccc(C)c2)cc1OC	-2.4	-18.2	1.7	0.1
CCCN1C(=O)c2ccccc2NC1c1ccc(OC)cc1 (centres undefined)	4.8	-4.5	0.5	1.0
O=C(CSc1nc2ccc(N3C(=O)C4C5C=CC(C5)C4C3=O)cc2s1)Nc1cccc(C(F)(F)F)c1 (centres undefined)	-14.9	27.7	1.2	0.1
CC(C)n1c(C(O)c2ccc(N(C)C)cc2)nc2ccccc21 (centres undefined)	18.4	7.4	0.6	-0.1
COc1ccc2[nH]c3c(c2c1)CCC/C3=N\N	9.9	18.8	-0.3	0.2
COc1ccc(/C=C/C(=O)NNc2cc(=O)n(C)c(=O)n2C)cc1OC	17.5	14.9	-1.2	0.0
CCN(CC)c1ccc(NC(=O)CCC(=O)O)cc1	19.7	1.3	-1.2	0.8
COc1cccc(Nc2nc(-c3ccc(C)cc3)nc3ccccc23)c1	5.1	-2.4	-0.1	0.1
COC(=O)c1sc(N)nc1Nc1ccnc(Nc2ccc(N3CCOCC3)cc2)c1	49.0	20.1	1.0	-0.5
COC(=O)C1=C(C)NC2=C(C(=O)CCC2)C1c1cc(OC)ccc1OC (centres undefined)	2.1	-3.0	-0.9	-0.1
CCC(O)/C=C/C=O (centres undefined)	-5.2	x	1.3	x
CCN(CC)S(=O)(=O)c1ccc(C(=O)N=c2sc3ccccc3n2C)cc1	1.2	-0.5	-1.0	0.1
O=C(CN1C(=O)CNC1=O)OCc1cc(=O)oc2ccc3ccccc3c12	6.4	-3.5	-0.1	0.1
CCCOc1cccc(C(=O)Nc2ccc(NC(=O)c3ccc(C(C)(C)C)cc3)cc2)c1	14.3	3.3	-0.3	0.6
COc1ccc(NC(=O)CS(=O)CC(=O)Nc2ccc(F)cc2F)cc1 (centres undefined)	-15.0	-2.7	-0.9	0.0
CCN1CCN(c2ncnc3sc(C(=O)Nc4ccccc4OC)c(C)c23)CC1	-0.9	-8.7	1.3	0.0
COc1ccc(-c2nc3cnccn3c2NCc2ccc(F)cc2)cc1	-1.0	-7.8	1.4	0.0
O=C1CCC(CCC(=O)N2CCSCC2)(Cc2cccs2)N1 (centres undefined)	-11.0	-30.5	4.1	0.0
CCCCCn1c(SCC(=O)c2ccccc2)nc2cc(C(=O)NC3CCCCC3)ccc2c1=O	2.0	5.0	1.0	-0.1
O=C(NCc1ccccc1)c1csc(Nc2ccc(C(F)(F)F)cc2)n1	7.6	-2.1	3.6	0.0
CC(C)COC(=O)c1ccc(NC(=O)C2C3CCC(C3)C2C(=O)O)cc1 (centres undefined)	8.0	-30.6	-1.7	0.4
CC(C)Oc1ccc(C(=O)Nc2c3c(nn2-c2ccc(Cl)cc2)CSC3)cc1	1.2	-4.8	1.2	0.0
CC(C)CC(NC(=O)c1cnccn1)c1nc2cccnc2n1C(C)C (centres undefined)	1.5	12.9	-0.2	0.2
O=C(Nc1c(F)cccc1F)c1cn(-c2ccc(F)cc2F)c(=O)c2ccccc12	-4.1	-10.2	1.1	0.1
OC1(c2cccnc2)CCN(Cc2ccc3c(c2)CN(Cc2ccsc2)CCO3)CC1	-6.9	-1.4	-0.3	0.0
CC1(C)CC(=O)C2=C(C1)NCN(CCCN1CCOCC1)C2	-9.2	6.3	2.8	0.0
CCOc1ccc(S(=O)(=O)Nc2cc3c(C(=O)OC)c(C(C)(C)C)oc3c3ccccc23)cc1	4.7	3.2	0.0	0.0
Cn1c(SCC(N)=O)nnc1-c1cccc(Cl)c1	1.3	2.4	-0.4	-0.1
COC(=O)[C@@H]1CCCN1Cc1ccc(C(=O)NCc2ccccc2C(F)(F)F)c(=O)[nH]1	-6.1	-2.7	1.3	-0.1
Cc1sc2ncnc(N3CCN(c4ccccc4F)CC3)c2c1C	4.9	-5.2	0.6	0.1
N#CCSc1nc(C2CC2)cc(-c2ccc(F)cc2)c1C(N)=O	10.3	2.5	-0.1	1.0
COCc1cccc(-c2cncc(-c3ccc(N4CCN(C)CC4)nc3)n2)c1	-10.5	-40.1	-0.5	-0.1
O=C(CSC1CC(=O)N(Cc2ccccc2)C1=O)Nc1ccccc1 (centres undefined)	-18.0	-6.2	-1.4	0.0
COc1ccc(C)c(NC(=O)C2CC(=O)NC3=C2C(=O)CCC3)c1 (centres undefined)	18.7	-0.7	-0.1	0.3
CCOC(=O)c1ccc(Nc2nc(-c3ccc(Cl)cc3)nc3ccccc23)cc1	7.5	-8.0	-0.4	0.0
Cc1ccc2c(c1)N(C(C)C(=O)NC1CCCC1)C(=O)CO2 (centres undefined)	-15.4	7.2	-0.7	-0.1
O=C(NCCCn1ccc2ccccc21)c1ccno1	14.9	-3.1	-1.4	0.7
COc1cccc(-c2nc(-c3ccccc3Cl)no2)c1	-13.1	-44.3	0.3	0.0
CCC(C(=O)O)n1sc2ccccc2c1=O (centres undefined)	8.3	-8.9	-0.3	0.0
COc1ccc(C2=NN(CC(=O)NCc3ccccc3Cl)C(=O)CC2)cc1	-5.0	-0.9	0.8	-0.3
CCOC(=O)c1c(NC(=O)c2cccc([N+](=O)[O-])c2C)sc2c1CCC(C)C2 (centres undefined)	7.1	1.8	-2.0	0.1
CCc1ccc(Nc2nnc(SCC(=O)Nc3ccc(C(C)=O)cc3)s2)cc1	10.3	-35.4	-0.5	0.3
CCOc1ccccc1C1C(C#N)=C(N)SC(N)=C1C#N	11.9	3.5	0.7	-0.1
Cc1cc(OC(=O)c2ccc(C)c([N+](=O)[O-])c2)c([N+](=O)[O-])c(=O)[nH]1	6.0	-6.7	0.3	0.4
CCN1C(=O)C2(c3ccccc31)c1c(oc3ccc(F)cc3c1=O)C(=O)N2CCCOC (centres undefined)	-2.1	-13.6	-0.6	-0.1
Cc1cc(C)nc(SCc2nnc(SC(C)C)n2C)n1	2.6	-11.7	-0.1	0.3
COc1c(C)cccc1C(=O)N1CCN(c2ccccc2F)CC1	9.2	2.7	-0.4	0.0
CC(C)(C)c1ccc(CNC(=O)c2ccc(=O)[nH]c2)cc1	19.7	16.5	-1.5	0.5
Cc1ccc([N+](=O)[O-])cc1S(=O)(=O)Nc1ccc2oc3c(c2c1)C(=O)CCC3	-1.4	8.2	0.5	-0.1
c1cncc(CNc2nc(N3CCN(Cc4ccc5c(c4)OCO5)CC3)nc3c2ncn3-c2ccsc2)c1	13.6	3.1	-1.2	-0.1

(continued)
SMILES	MITF primary	TEAD-YAP block	GPR151 activ	FBW7 activator
O=C(NCCO)c1scc2c1OCCO2	-8.4	2.0	-0.3	0.1
COc1ccc(OCCOc2ccc(/C=C3/C(=N)N4N=C(C5CCCCC5)SC4=NC3=O)cc2)cc1	-7.0	4.6	-0.4	-0.1
COC(=O)c1cc(C)sc1NC(=O)C1CCCCC1C(=O)O (centres undefined)	3.6	1.1	-0.1	-0.1
COC(=O)c1ccccc1S(=O)(=O)NCc1nc2nc(C)cc(C)n2n1	-1.4	5.3	-0.2	0.0
Cc1noc(C)c1S(=O)(=O)N(C)CC(=O)NC1CCCCC1	12.3	-4.0	0.7	0.1
CCOC(=O)N/N=C/c1ccccc1OCc1ccccc1F	4.0	-2.3	1.2	0.0
O=C(O)c1ccc(C23CC4CC(CC(C4)C2)C3)o1	1.7	-2.9	0.4	-0.1
Cc1ccccc1N1OC2C(=O)N(Cc3ccccc3)C(=O)C2C1c1ccc(F)cc1 (centres undefined)	8.9	9.6	-0.9	0.0
COc1ccc2c(c1OC)C(=O)OC2Nc1ccc(C(C)=O)cc1 (centres undefined)	11.9	8.3	-0.6	0.0
CCOc1ccc(Nc2cc(N3CCCC(C)C3)c3noc4c3c2C(=O)c2ccccc2-4)cc1 (centres undefined)	19.9	2.8	1.2	-0.1
CC(C)C(CO)Nc1nccn2c(-c3cccc(C(N)=O)c3)cnc12 (centres undefined)	4.4	5.3	0.2	-0.3
O=C(Nc1ccccc1N1CCCC1)c1cccc(F)c1	-1.6	-2.9	-0.3	0.0
CCOCCn1cnc2sc(C(=O)Nc3ccccc3OCC)c(C)c2c1=O	-3.1	5.0	-1.8	0.0
CC1=C(C(=O)Nc2ccc(Cl)cc2)C(c2ccc(Cl)cc2)NC(=O)N1 (centres undefined)	5.9	11.5	-0.5	0.0
Nc1ncc([N+](=O)[O-])c(N2CCCCCC2)n1	0.4	25.7	-0.4	0.1
COc1ccccc1CNC(=O)C(=O)c1c(C)n(C)c2ccccc12	9.3	-4.7	2.8	0.2
COc1ccccc1C(=O)N[C@H]1C[C@H]2C(=O)N[C@@H](CO)C(=O)N2C1	5.7	-16.2	-1.6	0.1
CN(CCc1ccccn1)Cc1ccc2c(c1)CN(C(=O)C1CCOC1)CCO2 (centres undefined)	11.3	1.4	-1.5	0.0
O=C(Nc1ccc2c(c1)OCCO2)c1ccc(Cl)c([N+](=O)[O-])c1	-3.6	-56.0	-1.0	-0.1
COc1ccc(/C=C/C(=O)N(C(C)C)C(C)C)cc1Br	14.8	-19.9	-1.8	0.2
COc1cccc(-c2noc(C(C)(C)C)n2)c1	-9.0	-5.3	-1.0	0.0
COc1ccc2cc3c(N)nn(C(=O)c4ccccc4[N+](=O)[O-])c3nc2c1	10.0	21.5	0.1	-0.2
Nc1cccc(-c2cnc3ccccc3n2)c1	14.4	-9.8	-6.7	-0.1
Cc1cc2c(=O)n(CC(=O)NCC(=O)Nc3ccc(Oc4ccccc4)cc3)cnc2s1	-15.8	-10.6	-0.5	0.1
COc1ccc(Br)cc1C1=N/C(=C\c2ccccc2Cl)C(=O)O1	21.9	-12.9	0.0	0.4
CN(C)Cc1c(O)ccc2occ(C(=O)c3cccc(Br)c3)c12	-6.0	-5.4	-0.5	-0.2
CC(C)CNS(=O)(=O)c1ccc(CCC(=O)Nc2cccc([N+](=O)[O-])c2)cc1	9.0	7.5	-1.0	-0.3
Cn1c(C(=O)Nc2cccc(F)c2)cc2c(=O)n3ccccc3nc21	-11.3	-11.0	-0.7	-0.1
COc1ccccc1C1(O)CCN(CC(=O)Nc2nc(-c3ccccc3)cs2)CC1	0.7	1.5	2.4	0.0

In the list so far, 10 contain a thiophene ring, fused or not.
SMILES	MITF primary	TEAD-YAP block	GPR151 activ	FBW7 activator
CCN1CCN(c2ncnc3sc(C(=O)Nc4ccccc4OC)c(C)c23)CC1	-0.9	-8.7	1.3	0.0
O=C1CCC(CCC(=O)N2CCSCC2)(Cc2cccs2)N1 (centres undefined)	-11.0	-30.5	4.1	0.0
OC1(c2cccnc2)CCN(Cc2ccc3c(c2)CN(Cc2ccsc2)CCO3)CC1	-6.9	-1.4	-0.3	0.0
Cc1sc2ncnc(N3CCN(c4ccccc4F)CC3)c2c1C	4.9	-5.2	0.6	0.1
CCOC(=O)c1c(NC(=O)c2cccc([N+](=O)[O-])c2C)sc2c1CCC(C)C2 (centres undefined)	7.1	1.8	-2.0	0.1
c1cncc(CNc2nc(N3CCN(Cc4ccc5c(c4)OCO5)CC3)nc3c2ncn3-c2ccsc2)c1	13.6	3.1	-1.2	-0.1
O=C(NCCO)c1scc2c1OCCO2	-8.4	2.0	-0.3	0.1
COC(=O)c1cc(C)sc1NC(=O)C1CCCCC1C(=O)O (centres undefined)	3.6	1.1	-0.1	-0.1
CCOCCn1cnc2sc(C(=O)Nc3ccccc3OCC)c(C)c2c1=O	-3.1	5.0	-1.8	0.0
Cc1cc2c(=O)n(CC(=O)NCC(=O)Nc3ccc(Oc4ccccc4)cc3)cnc2s1	-15.8	-10.6	-0.5	0.1

For reference, part of the list above:
SMILES	MITF primary	TEAD-YAP block	GPR151 activ	FBW7 activator
CC(C)CNS(=O)(=O)c1ccc(CCC(=O)Nc2cccc([N+](=O)[O-])c2)cc1	9.0	7.5	-1.0	-0.3
Cn1c(C(=O)Nc2cccc(F)c2)cc2c(=O)n3ccccc3nc21	-11.3	-11.0	-0.7	-0.1

Random draw from the library (roughly 3.4% active in at least one column).
